Screening results deposited in PubChem BioAssay by National Center for Advancing Translational Sciences (NCATS).
hERG WT inh: qHTS for Inhibitors of KCHN2 3.1: Wildtype qHTS. Voltage-gated inwardly rectifying potassium channel KCNH2 (Homo sapiens), Q12809. U2OS, BacMam KCNH2, thallium flux FluxOr; hits give low values. activity change, % at 1.84 µM. hit rate 0.37% among 340,000;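 active means maximum activity change below -70%; inconclusive means maximum activity change between -70% and -50%; inactive means maximum activity change above -50%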; further: on the % scale 0 is the no-effect control and ±100 the full control effect
Target sequence (Q12809 whole entry, looked up): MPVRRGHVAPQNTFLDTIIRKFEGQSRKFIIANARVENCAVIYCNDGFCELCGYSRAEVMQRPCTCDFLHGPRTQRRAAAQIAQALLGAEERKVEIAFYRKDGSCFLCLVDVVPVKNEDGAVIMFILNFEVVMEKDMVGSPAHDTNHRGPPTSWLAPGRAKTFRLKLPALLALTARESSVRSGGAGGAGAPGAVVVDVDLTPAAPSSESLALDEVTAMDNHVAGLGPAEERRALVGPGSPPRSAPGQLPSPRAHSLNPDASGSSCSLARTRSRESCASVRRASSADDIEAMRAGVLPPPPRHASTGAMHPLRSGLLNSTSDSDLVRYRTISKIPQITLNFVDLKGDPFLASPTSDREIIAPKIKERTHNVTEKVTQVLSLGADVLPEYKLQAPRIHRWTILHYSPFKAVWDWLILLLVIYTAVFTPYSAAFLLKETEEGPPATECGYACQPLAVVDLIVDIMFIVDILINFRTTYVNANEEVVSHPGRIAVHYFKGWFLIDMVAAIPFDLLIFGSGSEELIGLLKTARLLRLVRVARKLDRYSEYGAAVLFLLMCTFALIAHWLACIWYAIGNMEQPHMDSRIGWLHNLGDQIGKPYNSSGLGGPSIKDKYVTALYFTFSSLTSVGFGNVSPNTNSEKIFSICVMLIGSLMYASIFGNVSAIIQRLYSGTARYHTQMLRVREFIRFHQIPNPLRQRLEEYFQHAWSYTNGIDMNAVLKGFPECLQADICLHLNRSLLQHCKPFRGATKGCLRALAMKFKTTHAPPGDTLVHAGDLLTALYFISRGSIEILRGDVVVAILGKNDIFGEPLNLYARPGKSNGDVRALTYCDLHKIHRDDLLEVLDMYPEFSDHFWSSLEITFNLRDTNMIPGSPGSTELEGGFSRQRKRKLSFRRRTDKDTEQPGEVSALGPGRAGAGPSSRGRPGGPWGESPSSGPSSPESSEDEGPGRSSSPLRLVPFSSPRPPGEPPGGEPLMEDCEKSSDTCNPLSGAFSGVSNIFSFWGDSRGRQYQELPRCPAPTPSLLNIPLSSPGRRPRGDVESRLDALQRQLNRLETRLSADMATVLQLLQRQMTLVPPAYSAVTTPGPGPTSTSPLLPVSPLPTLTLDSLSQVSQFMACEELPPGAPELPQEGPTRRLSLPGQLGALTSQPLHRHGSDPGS
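U2OS cells transduced with wild-type KCNH2 virus are loaded with FluxOr dye for 45 min, and thallium flux is measured in kinetic reads before and after stimulation buffer. Rate constants are normalized to DMSO controls.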
TRPV1 agonist: HTS Assay for Compounds that Act as Agonists of the Vanilloid Receptor 1; Transient receptor potential cation channel subfamily V member 1 (Homo sapiens), Q8NER1; TRPV1-expressing cells, Fluo-8 calcium influx, agonist mode; activation, % at 8.33 µM; hit rate 0.19% among 320,000; AID 540275, 2011; in the data active means activation above about 80%; inconclusive means between about 30% and that limit; further: 0% is about no effect
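Cells expressing TRPV1 were dye-loaded with Fluo-8 and read kinetically: 10 s baseline, 3 min after compound (agonist portion), then 2 min after EC20 capsaicin (allosteric enhancer portion). Calcium-bound dye fluorescence at 480/520 nm.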
USP2a block: qHTS Assay for Inhibitors of Ubiquitin-specific Protease USP2a Using CHOP2 as the Reporter. hit rate 0.01% among 330,000. USP2 core, Ub-CHOP2 coupled fluorogenic reporter, 485/531. Ubiquitin carboxyl-terminal hydrolase 2 (Homo sapiens), O75604. Potency, µM (doses to about 38.3 µM), inactives show top-dose activity change, negative = inhibition, actives largely listed as inhibitors. AID 463254, 2010;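 further: potency means the concentration at half of the fitted maximal effect; plate controls were DMSO wells for no effect and full inhibition by NEM control for full effect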
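Deubiquitinase activity read as fluorescence (485/531 nm) after Ub-CHOP2 cleavage activates the enterokinase reporter on its substrate; USP2 core 10nM, Ub-CHOP2 and substrate 25nM each, 30min compound preincubation then 60min RT; data normalized to NEM, curves fitted.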
TSHR antagonist: Antagonists of the Thyroid Stimulating Hormone Receptor: HTS campaign. TSHR-expressing cells, TSH-stimulated cAMP HTRF, 2 h; hits give low values. hit rate 0.2% among 330,000. Thyrotropin receptor (Homo sapiens), P16473. activity change, negative = inhibition, % at 11.5 µM. AID 504810, 2011;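 active means activity change below a set negative limit, meaning inhibition stronger than a set level, cut at about -70% in these data; inconclusive means activity change between two set negative limits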; further: on the % scale 0 is the no-effect control and ±100 the full control effect
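Competitive HTRF cAMP read-out (cryptate anti-cAMP antibody, cAMP-d2; 30 min, room temperature) in freshly harvested TSHR cells. Compounds added before TSH at EC80 (4nM final), followed by 2 hours' incubation at 37 deg C.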
KCNH2 3.1 inh: qHTS for Inhibitors of KCHN2 3.1: Mutant qHTS | Potassium voltage-gated channel subfamily H member 2, brain isoform KCNH2 3.1 (human) | hit rate 0.95% among 340,000 | U2OS KCNH2 3.1, thallium flux FluxOr; hits give low values | activity change, % (tested at about 1.8 µM);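 active means maximum activity change below -70%; inconclusive means maximum activity change from -70% to -50%; inactive means maximum activity change above -50%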;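 further: thallium influx rate constant from kinetic fluorescence after stimulation buffer; on the % scale 0 is the no-effect control and ±100 the full control effect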
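Steps: virus added to U2OS suspension (4 h, RT, dark); medium with 10% FBS added, cells plated, 37 C overnight; FluxOr/Red40 loading buffer 45 min RT; stimulation buffer, 2 min kinetic read; rate constant normalized.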
Mito fusion yeast: qHTS Assay for Small Molecule Inhibitors of Mitochondrial Division or Activators of Mitochondrial Fusion | S. cerevisiae fusion-defective mutant growth rescue, CellTiterGlo 48 h | Potency, µM (top dose mostly 46.1 µM), for inactives: at the highest dose growth rescue (activation), most hits filed as activators | hit rate 0.23% among 320,000;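 further: potency means the concentration at half of the fitted maximal effect; % of control where 0% means no effect; nearly all actives have a fitted effect of over 45% in size; temperature-sensitive fusion mutants such as fzo1-1 at 37 °C on non-fermentable ethanol glycerol medium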
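Luminescent cell viability in 1536-well qHTS format served as the measure of rescued growth in ts fusion-mutant S. cerevisiae cultured on non-fermentable YPEG for 48 hours at 37C.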
Eya2 inh: qHTS Assay for Inhibitors of the Phosphatase Activity of Eya2 | Protein phosphatase EYA2 (Homo sapiens), O00167 | recombinant Eya2, OMFP fluorescence dephosphorylation (OMFP is methylfluorescein phosphate) | Potency, µM (highest dose often 76.9 µM), for the others: at the top dose activity, negative = inhibition, hits mostly inhibitors | hit rate 0.006% among 330,000; further: potency means the concentration at half of the fitted maximal effect; on the % scale 0 is the no-effect control and ±100 the full control effect
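Eya2 protein (added as 0.2 uM solution) was preincubated with compound for 10 min at ambient temperature in 50 mM HEPES pH 7.5, 50 mM NaCl, 5 uM MgCl2, 0.05% BSA, 1 mM DTT. OMFP (added at 50 uM) then reacted 10 min; fluorescence read at 485/525 nm.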
ELG1 DNA repair: qHTS screen for small molecules that inhibit ELG1-dependent DNA repair in human embryonic kidney (HEK293T) cells expressing luciferase-tagged ELG1. HEK293T ELG1-luciferase reporter, luminescence, 16 h; DNA damage induced by 5-fluorouridine. Potency, µM (highest dose often 46.1 µM), for the others: top-dose activity change, negative = inhibition, hits mostly inhibitors. hit rate 2.3% among 330,000; further: potency means the concentration at half of the fitted maximal effect; on the % scale 0 is the no-effect control and ±100 the full control effect; nearly all actives have a fitted effect of over 55% in size
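DMSO vehicle served as the neutral condition. Each well held 2,000 cells given 5-fluorouridine plus compound; after 16 hr at 37 °C/5% CO2, ONE-Glo was added and luciferase measured 30 min later.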
TCR activator: Activators of T cell receptors: qHTS campaign. primary human leukocytes, anti-CD3, IL-2 HTRF, 48 h. Potency, µM (highest dose often 9.22 µM), for inactives: top-dose activation of IL-2 secretion, hits mostly activators. 330,000 tested, under 10 active. AID 504894, 2011; further: % of control where 0% means no effect
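Primary human leukocytes were stimulated with a-CD3 beads plus compounds for 48 hr without co-stimulation; secreted IL-2 was quantified by HTRF using a-IL-2-K (europium cryptate) and a-IL-2-d2, excited at 320nm with acceptor emission read at 665nm.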
A-T KAP1 phos: qHTS Assay for Identifying a Potential Treatment of Ataxia-Telangiectasia; […] A-T fibroblasts, KAP-1 phosphorylation AlphaLISA; neocarzinostatin DNA damage 30 min before lysis; Potency, µM (top dose mostly 57.5 µM), for inactives: at the top dose activation, most hits filed as activators; hit rate 0.19% among 320,000; AID 485349, 2010; further: potency means the concentration at half of the fitted maximal effect; % of control where 0% means no effect; nearly all actives have a fitted effect of over 45% in size
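ATM-like activity read as KAP-1 phosphorylation via AlphaLISA donor/acceptor antibody pairs after lysis and 6 hr at 25C. Cells were ATM-null patient fibroblasts ([…], hTERT), dosed 60 min, then exposed to the DSB inducer NCS for 30 min.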
* = called active by the depositor; ? = inconclusive; . = no result given; & = joins results of further samples; [ ] = dose if it differs, or a comment. Unless noted, the call rests on the fitted dose curve; in most records, active means well fitted curve in the direction sought with a large enough effect; inconclusive means small, poorly fitted or top-dose-only effect, or another doubt; inactive means no such curve, though single readings can be large; an effect the other way counts as inactive or inconclusive.

SMILES | hERG WT inh | TRPV1 agonist | USP2a block | TSHR antagonist | KCNH2 3.1 inh | Mito fusion yeast | Eya2 inh | ELG1 DNA repair | TCR activator | A-T KAP1 phos
O=C(c1cccnc1)N1C2CCC1CC(O)(c1ccc(F)cc1)C2 (configuration not stated) | -10 | 1 | 2% | 10 | -16 | 0% | 2% | -1% | 1% | -5%
Fc1ccc(-n2ncc3c(SCc4cccnc4)ncnc32)cc1 | -17 | 2 | 1% | -21 | -24 | 1% | -1% | ? | . | 5%
COc1ccc(CNC(=O)[C@@H](NC(=O)C2CCN(C(=O)[C@@H]3CCCN3C(=O)OC(C)(C)C)CC2)C(C)C)cc1 | 2 | 2 | 2% | 13 | -5 | 0% | 5% | -24% | -6% | -3%
O=C(COC(=O)Cc1ccc(Cl)cc1)NCc1ccco1 | 29 | . | 1% | -2 | 2 | . | -8% | 17% | -1% | 2%
O=C(CCNC(=O)c1ccccc1Cl)Nc1ccncc1 | -19 | 2 | 3% | 0 | -9 | -1% | 1% | 6% | 13% | -6%
O=C(Nc1ccc(Br)cc1)c1cccnc1N1CCCCC1 | 14 | 6 | 3% | -17 | 5 | 26% | 9% | -19% | 3% | 2%
CCc1cccc(CC)c1NC(=O)COC(=O)c1ccccc1-c1nc2ccccc2s1 | -1 | 21 | 4% | 1 | -1 | -10% | -14% | ? | -4%[46.1 µM] | 4%
COc1ccccc1NC(=O)CSc1nc2c(sc3ccccc32)c(=O)n1CCN(C)C | 5 | 7 | 0% | 12 | 3 | 5% | -10% | -8% | 3% | -6%
CCN(CC)c1ccc(NC(=O)/C=C\c2ccccc2Cl)cc1 | -1 | -2 | -2% | -23 | -28 | 2% | -32% | ? | . | -22%
CC[C@H](C)[C@@H](NC(=O)O[C@@H]1C(=O)c2cc(OC)ccc2O[C@H]1c1ccc(OC)c(Br)c1)C(=O)OC | 1 | 8 | 0% | 0 | -43 | -1% | -14% | ? | -5% | -13%
COc1ccc(Cn2c(=N)c(C(=O)NC3CCCCC3)cc3c(=O)n4ccccc4nc32)cc1 | -6 | 17 | 0% | 2 | -30 | -1% | 5% | ? | 4% | -3%
Cc1nnc2sc(SCC(=O)N3CCC(C)CC3)nn2c1=O | 2 | -6 | -1% | 29 | -2 | -6% | 4% | 12% | -2% | -8%
COc1ccc(C(=O)Nc2nc(C)c(C)s2)cc1OC | 3 | 4 | 1% | -12 | 1 | -12% | -4% | ? | -4% | .
Cc1ccc(S(=O)(=O)/N=C(/c2ccc(F)cc2)N2CCCC2)cc1 | 4 | -14 | 9% | 2 | 1 | -1% | 6% | 11% | 3% | 2%
CCOc1ccc(C2(C)NC(=O)N(CCN(C)C)C2=O)cc1 (configuration not stated) | -8 | -1 | 4% | -12 | -17 | -1% | 9% | ? | -6% | -14%
O=C(N[C@@H](Cc1ccccc1)C(=O)NCc1ccc(F)cc1)C1CCNCC1 | 36 | 0 | 1% | 9 | 7 | 5% | -4% | 7% | -1% | 2%
CC(=O)Nc1nc(CC(C)C)cc(-c2ccco2)c1C#N | -2 | 2 | . | . | -1 | 2% | . | . | 0% | .
CCOc1cc(N2CCOCC2)c(OCC)cc1NC(=O)CN1CCCC1 | 5 | -4 | 7% | -7 | 4 | -6% | 2% | 0% | -5%[46.1 µM] | 0%
COc1ccc(OC)c(NC(=O)CN2C(=O)C3(OCCCO3)c3ccccc32)c1 | 6 | ? | 1% | -13 | -1 | 0% | 1% | -12% | -3% | 6%
O=C(c1ccc(COc2ccccc2Cl)o1)N1CCN(Cc2ccc3c(c2)OCO3)CC1 | 5&-17 | ? | 1%&0% | 2&-8 | -32&-8 | 5%&-1% | -14%&-4% | ? | 5%&-1% | -5%&5%
CCOC(=O)N/N=C/c1ccc(Oc2ccccc2)cc1 | 1 | 23 | -6% | -6 | -5 | -3% | -4% | ? | -1% | 2%
COc1ccccc1CNC(=O)CN1C(=O)N(C)C2(CCCCC2)C1=O | -9 | 2 | 3% | 236 | 17 | -1% | 12% | 6% | 7% | -4%
CCC(CC)CN1C(Nc2ccccc2)=NC[C@@H]1C | -2 | -2 | 1% | 7 | -10 | -1% | 9% | ? | -1% | 1%
CCc1nc2ccccc2n1CC(=O)NC1CCS(=O)(=O)C1 (configuration not stated) | -8 | . | 0% | -5 | -8 | . | -5% | 10% | -7% | 5%
c1ccc(Cc2nn3c(Cn4nnc5ccccc54)nnc3s2)cc1 | -12 | 1 | -1% | -2 | -1 | 9% | 16% | 15% | 7% | 0%
CC(C)NCCOCCOc1ccccc1F | 3 | -1 | -1% | 7 | -13 | -2% | 15% | 16% | 0% | 4%
NC(=O)c1ccc(NC(=O)C2COc3ccccc3O2)cc1 (configuration not stated) | 6 | ? | 0% | 10 | 0 | 3% | 7% | ? | 3% | 1%
CCOC(=O)C1CCN(c2cc3c(cc2NC(=O)c2ccc(OC)c(OC)c2)n(C)c(=O)n3C)CC1 | -21 | ? | 1% | -1 | -4 | 1% | 4% | 1.6µM* | 2% | 8%
COc1ccc(-n2c(SCC(=O)NNC(=O)c3ccccc3C)nnc2-c2ccncc2)cc1 | 1 | -4 | 3% | 3 | 16 | -1% | -3% | -22% | 4% | -5%
CCN1/C(=C\C=C2\C(=O)N(c3ccccc3)C(=S)N2C)Sc2ccccc21 | -11 | -1 | -10% | -2 | -16 | 0% | -20% | 8% | 3% | 3%
COc1ccc(-n2c(C)cc(C)c(C(C)=O)c2=S)cc1 | 8 | 0 | 2% | 4 | 8 | -9% | -2% | 0% | 6%[46.1 µM] | -1%
CC(C)c1ccc(/C=C/C(=O)Nc2nc3ccc([N+](=O)[O-])cc3s2)cc1 | 1 | 4 | 0% | 12 | -13 | 0% | -19% | 10% | -3% | 4%
CCOc1ccc2c(c1)n([O-])c1c([n+]2=O)CCCC1 | 0 | -1 | 0% | 5 | 4 | 1% | 23% | ? | 7% | -14%
COC(=O)N/N=C/c1ccc(OS(=O)(=O)c2ccc(C)cc2)c(OC)c1 | 23 | ? | 3% | -29 | 3 | -1% | -8% | -19% | 0% | 12%
COc1ccc(/C=C2\C(=O)NCC(=O)N2Cc2ccccc2)cc1 | 6 | . | -5% | 2 | 4 | -4% | 0% | -13% | -3% | -7%
COc1ccc(CCNC(=O)c2cc(-c3ccccc3)c(N3CCOCC3)s2)c(OC)c1OC | 8 | 3 | 2% | -9 | 0 | -1% | 1% | ? | 3% | -12%
Cc1ccc2c(c1)Oc1ccc([N+](=O)[O-])cc1C(=O)N2 | ? | 0 | 1% | 4 | 11 | -1% | 14% | 0% | . | -3%
O=C(c1ccco1)N1CCN(C(=O)c2cc3c(s2)-c2ccccc2OC3)CC1 | 4 | 9 | 0% | 1 | 9 | 17% | 1% | 6% | -1%[46.1 µM] | 2%
COc1ccc(C2CC(c3cccs3)=NN2C(=O)CSc2nncs2)cc1OC (configuration not stated) | 9 | 5 | 0% | 8 | -11 | -1% | 1% | 9% | -9% | -2%
O=C(CCl)NCCNC(=O)c1cc(OCC(F)(F)F)ccc1OCC(F)(F)F | 21 | 0 | 0% | -1 | -3 | -5% | 2% | -11% | 7% | 0%
CCn1c(CNc2ccc(C)cc2C)nnc1SCC(=O)N1CCCc2ccccc21 | -8 | 1 | -5% | 38 | -1 | -1% | 6% | ? | 5% | 5%
O=C(CN1C(=O)NC2(CCc3ccccc32)C1=O)Nc1ccc(Br)cc1F (configuration not stated) | 13 | 4 | -2% | -4 | 6 | 4% | 11% | 13% | -6% | 3%
O=S(=O)(c1ccc(S(=O)(=O)N2CCCC2)cc1)N1CCCCC1 | -10 | -1 | 2% | 1 | -6 | 1% | 10% | 20% | 0% | -3%
CCCn1nc(-c2ccccc2)c2nc3ccccc3nc21 | -3 | 14 | 4% | 8 | -18 | -1% | 4% | -1% | -6% | 10%
Cc1cccc(NC(=O)CSc2nnc(CNC(=O)c3ccc(S(=O)(=O)N(C)C)cc3)n2-c2ccc(F)cc2)c1 | -10 | -3 | 0% | 16 | -2 | -2% | 0% | -5% | 6%[46.1 µM] | 11%
CC(C)CC(=O)Nc1ccc2c(c1)nc(CCN1CCOCC1)n2C | -2 | -1 | -1% | 0 | 8 | 13% | 14% | 11% | 2% | -7%

Only part of the results is shown. The share of hits here may be higher or lower than overall.
